# Source: PubChem
# MsrA act = activators of bovine methionine sulfoxide reductase A; purified bovine MsrA, absorbance read-out; activation, % at 10.6 µM; 360,000 compounds, 0.3% hits; AID 602163; in the data active = activation above about 7.5%;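 note: 0% = vehicle and 100% = reference activator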
# DNMT1 block = DNMT1 (human) enzyme inhibition; 360,000 compounds, 0.83% hits; DNMT1 molecular beacon, Hinp1I cleavage, fluorescence; inhibition (reported as % activation of signal), % at 10 µM; P26358; in the data active = inhibition above about 50%
# Tb MetRS inh = Trypanosoma brucei MetRS inhibition. purified T. brucei MetRS, ATP depletion, Kinase-Glo luminescence. AID 624268. inhibition, % at 11.9 µM. 360,000 compounds, 0.4% hits;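 active = inhibition above a per-plate cutoff of the control wells' mean inhibition plus 3 SD, cut at about 5.5% in these data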;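 note: 0% = DMSO wells median and 100% = median of wells with control inhibitor compound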
#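 System: purified T. brucei MetRS enzyme / Detection: Kinase-Glo luciferase luminescence reporting remaining unconsumed ATP / Medium: HEPES buffer with MgCl2, KCl, DTT, spermine, BSA, pyrophosphatase / Replication: singlicate, one well per compound / Evaluation: percent inhibition relative to median high and low control wells / Schedule: 2 h aminoacylation at 25 °C after 15 min preincubation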
# SUMO1-SIM PPI = SUMO1-SIM interaction modulation; P63165; SUMO1 binding to a labelled peptide, TR-FRET, 1 h; inhibition, % at 20 µM; 360,000 compounds, 0.33% hits; in the data active = inhibition above about 37%
# Target sequence (P63165 whole entry, looked up): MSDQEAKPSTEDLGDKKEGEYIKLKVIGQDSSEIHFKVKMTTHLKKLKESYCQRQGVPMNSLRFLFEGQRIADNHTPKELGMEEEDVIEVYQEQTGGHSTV
# MsrA inh = bovine MsrA inhibition; purified bovine MsrA, absorbance read-out; inhibition, % at 15.5 µM; 360,000 compounds, 0.75% hits; AID 651718; in the data active = inhibition above about 4.5%;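 note: 0% = vehicle wells with enzyme and 100% = reference inhibitor wells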
# CendR NRP1 mod = modulators of CendR peptide binding to human neuropilin-1; inhibition, % at 25 µM; 360,000 compounds, 0.85% hits; AID 602438; FAM-RPARPAR peptide binding to NRP-1, fluorescence polarization;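 active = inhibition or corrected inhibition above about 18%, plus a signal ratio from 0.5 to 1.5, limit read from the data, passing the limit was not always enough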; note: strong numbers were not always called active
# Scp-1 inhibitor = inhibitors of human Scp-1 phosphatase; Q9GZU7; Recombinant Scp1, phosphopeptide, malachite green phosphate absorbance; inhibition, % at 20 µM; 340,000 compounds, 0.88% hits;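 active = inhibition above about 50% at 20 µM, limit read from the data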;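 note: plate controls were DMSO wells with enzyme for no effect and wells lacking enzyme for full effect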
# Target sequence (Q9GZU7 76-261 limits assumed): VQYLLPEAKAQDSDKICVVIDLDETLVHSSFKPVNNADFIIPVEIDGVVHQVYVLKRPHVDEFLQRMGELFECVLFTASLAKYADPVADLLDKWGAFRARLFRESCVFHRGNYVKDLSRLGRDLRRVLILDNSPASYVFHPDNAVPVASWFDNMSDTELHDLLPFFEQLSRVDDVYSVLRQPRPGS
#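 assay system = SCP-1 phosphatase catalytic domain, residues 76-261 | buffer or medium = 50 mM Tris acetate pH 5.5, 0.005% Tween-20, 10 mM MgCl2 | incubation = enzyme reaction 45 min at room temperature, colour 5 min, stabilisation 30 min | signal = Phosphate-binding colour reagent, absorbance read at 630 nm | measure = % inhibition at 20 µM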
# STEP inh = inhibitors of human striatal-enriched phosphatase STEP | 360,000 compounds, 0.25% hits | inhibition, % at 20 µM | recombinant STEP, OMFP fluorogenic substrate, fluorescence;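 active = inhibition at 20 µM, scaled per plate between control wells, above about 37%, limit read from the data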;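 note: 0% = DMSO with enzyme and substrate and 100% = substrate only without enzyme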
#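 Assay system: isolated STEP enzyme. Buffer or medium: pH 6.0 Bis-Tris with DTT and Tween 20. Also added: fluorogenic phosphatase substrate OMFP at 25 µM final. Dosing: 20 µM, 1% DMSO. Timing: 20 min reaction, room temperature, in the dark. Measured by: fluorescence intensity, excitation 480 nm, emission 540 nm. Evaluation: normalized % inhibition.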
# LMPTP inh = LMPTP (human) inhibition. P24666. recombinant LMPTP-A, OMFP fluorogenic substrate, fluorescence intensity. inhibition, % at 20 µM. 360,000 compounds, 0.22% hits;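 active = compounds that cut the enzyme signal by at least half of the control window in the single-dose screen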;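 note: plate controls were DMSO wells with enzyme plus substrate for no effect and substrate without enzyme for full effect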
#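 Assay system: LMPTP-A phosphatase enzyme | Input: 0.625 nM enzyme | Also added: Fluorogenic phosphatase substrate OMFP at 400 µM final | Compound dosing: One test concentration per compound, 20 µM, with 3% DMSO overall | Schedule: 50 min enzyme reaction at room temperature, protected from light | Signal: Fluorescence intensity | Benchmarks: no-enzyme and uninhibited controls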
# eLon inh = inhibits E. coli Lon protease; P0A9M0; purified E. coli Lon protease, fluorescence polarization; inhibition, % at 7.94 µM; 360,000 compounds, 0.42% hits; AID 602123; in the data active = inhibition above about 13%, passing the limit was not always enough;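 note: 0% = enzyme with probe and DMSO and 100% = no enzyme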
# Target sequence (P0A9M0 whole entry, looked up): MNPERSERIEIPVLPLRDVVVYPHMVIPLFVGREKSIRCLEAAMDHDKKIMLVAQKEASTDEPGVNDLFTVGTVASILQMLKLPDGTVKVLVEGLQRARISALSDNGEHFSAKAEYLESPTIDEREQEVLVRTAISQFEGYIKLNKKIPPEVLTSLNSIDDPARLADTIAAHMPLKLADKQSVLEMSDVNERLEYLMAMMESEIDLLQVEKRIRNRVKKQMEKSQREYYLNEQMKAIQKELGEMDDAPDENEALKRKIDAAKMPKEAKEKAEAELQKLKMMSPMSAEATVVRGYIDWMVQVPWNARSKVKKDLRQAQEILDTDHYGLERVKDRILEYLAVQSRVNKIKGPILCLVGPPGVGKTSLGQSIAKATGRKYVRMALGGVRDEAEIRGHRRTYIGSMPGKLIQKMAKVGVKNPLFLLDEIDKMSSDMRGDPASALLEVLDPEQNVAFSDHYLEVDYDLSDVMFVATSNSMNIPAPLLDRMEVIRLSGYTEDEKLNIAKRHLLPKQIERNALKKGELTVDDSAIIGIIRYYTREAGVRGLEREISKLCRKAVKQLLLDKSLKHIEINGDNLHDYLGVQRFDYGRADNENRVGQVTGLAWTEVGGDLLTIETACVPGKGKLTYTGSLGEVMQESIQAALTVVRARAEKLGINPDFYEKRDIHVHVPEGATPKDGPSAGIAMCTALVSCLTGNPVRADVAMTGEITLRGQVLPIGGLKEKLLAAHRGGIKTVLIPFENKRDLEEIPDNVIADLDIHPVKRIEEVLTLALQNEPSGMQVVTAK
# * = called active by the depositor; . = not tested or not shown.
# Fields – MsrA act	DNMT1 block	Tb MetRS inh	SUMO1-SIM PPI	MsrA inh	CendR NRP1 mod	Scp-1 inhibitor	STEP inh	LMPTP inh	eLon inh
- CCc1c(C(=O)NN2C(=O)C3CCCCC3C2=O)csc1C (centres undefined)
 : -3	-2	-0.9	0	-0.6	-8	-7	-4	-0.9	-13
- O=c1c2ccc([N+](=O)[O-])cc2ncn1Cc1ccccc1C(F)(F)F
 : -4	4	-0.6	-6	-0.5	-16	-5	-4	0.4	-10
- CCc1nc2sc3c(c2c(=O)n1N)CCC3
 : -6	1	-0.5	1	2.6	4	-2	1	-1.8	-4
- CCOC(=O)COn1c(=O)c(-c2cccs2)[n+]([O-])c2ccccc21
 : -1	-4	0.9	-5	3.3	0	-16	-3	-0.4	4
- COCCCn1c(C(=O)Nc2ccc3c(c2)OCO3)cc2c(=O)n3ccccc3nc21
 : -2	-1	0.0	1	-0.1	0	-4	0	-0.3	-8
- COc1cc(NC(=S)N2CCN(C(=O)c3ccco3)CC2)c(OC)cc1Cl
 : -2	0	-0.2	1	-0.3	-9	1	3	-0.9	3
- O=C(NCCc1cnc[nH]1)c1ccc(-c2ccccc2)cc1
 : -1	1	-0.3	-1	0.7	-3	3	-2	0.1	-12
- CC(C)(C)N(NC(=O)OCc1ccccc1)C(=O)c1ccccc1
 : 2	2	-1.1	1	0.8	8	-9	-1	-1.8	2
- Cc1ccccc1C(=O)Nc1ccccc1NC(=O)c1ccccc1Br
 : 0	-2	0.5	-3	-0.1	10	42	-1	-1.4	-2
- NC(=O)N/N=C/c1cn(-c2ccccc2)nc1-c1ccccc1
 : -5	-1	-0.7	-3	0.2	-5	-9	0	0.3	-4
- C#CNC(=O)C1(CC=C)CCNCC1
 : -1	4	-0.1	-1	-0.7	1	-5	-2	0.7	4
- CCOC(=O)C1(Cc2ccccc2)NC(c2ccccc2F)C2C(=O)N(CC)C(=O)C21 (centres undefined)
 : 5	-5	-1.1	-5	1.1	19*	2	-3	-0.8	-2
- CCCNC(=O)C1(C)CCN(C(=O)Cc2ccc(OC)c(OC)c2)C1 (centres undefined)
 : 0	5	-0.5	-4	-0.6	-10	.	-1	-0.4	-6
- O=C(c1cccc(F)c1)N1CCN(c2ccc([N+](=O)[O-])c(N3CCCCC3)c2)CC1
 : 1	-3	-0.1	-19	0.8	44*	-5	0	2.0	7
- O=C(NCCc1ccccc1)c1ccc(NS(=O)(=O)c2ccc3[nH]c(=O)[nH]c3c2)cc1
 : -8	1	0.1	2	-0.2	-2	1	-1	1.5	-12
- CCCCC(=O)O
 : -11	-3	-0.4	0	.	-6	-7	0	-0.9	0
- COC(=O)Cc1cnc(NC(=O)C2C3CCC(C3)C2C(=O)O)s1 (centres undefined)
 : -2	3	-0.8	4	-0.5	1	3	1	-0.8	1
- Cc1csc(SCC(=O)Nc2cc(F)ccc2C)n1
 : 4	2	-0.1	6	0.8	-3	.	3	-1.4	4
- CC1NC(=O)c2cc3ccccc3cc2-n2c1nc1cc(Cl)ccc1c2=O (centres undefined)
 : -6	-10	-1.8	-6	0.7	-3	.	-1	-4.5	-4
- O=C(NCCN1CCNC1=O)C1CCC(=O)N(CCc2ccc(Cl)cc2)C1 (centres undefined)
 : -2	0	-0.1	0	1.1	1	0	-3	-1.1	-11
- Cc1[nH]n(-c2ccc(F)cc2)c(=O)c1C=Nc1ccc(S(=O)(=O)N(C)C)cc1
 : -4	-3	-0.7	-4	0.4	10	-2	-1	-0.7	1
- COc1ccc(-n2c(=O)cc(N3CCN(c4ccccc4)CC3)[nH]c2=O)cc1
 : -2	6	-0.2	1	1.4	-6	-8	-9	-0.7	4
- O=C(c1ccc2nsnc2c1)N1CCN(c2ccc([N+](=O)[O-])cc2)CC1
 : -1	-1	0.8	-32	1.3	14	-4	-3	-0.3	6
- C/C(=N/NC(=O)C1CCCC1)c1ccc(NC(=O)C(F)(F)F)cc1
 : -7	0	-0.3	5	1.5	-2	.	-3	-1.7	8
- COc1ccc(CNC(=O)[C@H](Cc2ccccc2)NC(=O)CC[C@H]2O[C@@H](n3ccc(=O)[nH]c3=O)[C@H](O)[C@@H]2O)cc1
 : -1	3	-0.1	-3	1.1	-16	.	0	0.3	0
- COc1ccc(OC)c(S(=O)(=O)NC(=O)C2(C)CCN2C(=O)Cc2ccc(Cl)cc2Cl)c1 (centres undefined)
 : -4	3	-0.1	3	0.5	-1	.	0	-0.6	-1
- CCOC(=O)C1C(C(=O)OC)=C(c2ccc(F)cc2)c2ccccc2N1S(=O)(=O)C(F)(F)F (centres undefined)
 : 0	6	-2.4	-12	0.5	-8	-7	1	0.1	1
- COc1ccc(N2CCN(C(=O)CCNS(=O)(=O)c3ccc(Br)s3)CC2)cc1
 : -5	-3	-1.2	-1	-0.6	-4	-6	-3	-1.6	2
- O=C(NCc1ccccc1)C(=O)Nc1cccc(C(=O)O)c1
 : -3	-7	-1.1	-3	0.1	13	-1	2	0.8	3
- COc1ccc2[nH]c3ccccc3c2c1
 : -4	-5	-1.7	0	0.2	-6	-12	4	-1.8	-4

# 3 entries out of the list above, arranged by the number in eLon inh, largest number first.
molecule,eLon inh
COC(=O)Cc1cnc(NC(=O)C2C3CCC(C3)C2C(=O)O)s1 (centres undefined),1
Cc1ccccc1C(=O)Nc1ccccc1NC(=O)c1ccccc1Br,-2
CCCNC(=O)C1(C)CCN(C(=O)Cc2ccc(OC)c(OC)c2)C1 (centres undefined),-6

# Going on with the list.
# Fields – MsrA act	DNMT1 block	Tb MetRS inh	SUMO1-SIM PPI	MsrA inh	CendR NRP1 mod	Scp-1 inhibitor	STEP inh	LMPTP inh	eLon inh
- CSC(=O)NC(=O)NC(=O)c1ccc([N+](=O)[O-])cc1
 : -1	0	-0.3	-19	0.0	11	-21	-1	-1.1	-4
- O=C(Oc1cc(Cl)ccc1Cl)c1ccc(N2CCOCC2)c([N+](=O)[O-])c1
 : -3	-1	-1.2	-10	0.4	16	-11	2	2.7	4
- O=C(O)CCc1ccc(-c2ccccc2)n1NC(=O)c1sc2ccccc2c1Cl
 : -9	3	-0.8	16	-0.6	-9	-8	7	-0.7	-4
- C=CCN1C(=O)C2C(C(=O)NC3CCCC3)C3(C)C=CC2(O3)C1C(=O)NC1CCCC1 (centres undefined)
 : -3	3	-0.5	-1	-0.5	14	12	0	-0.5	-11
- O=C(CSCc1c(F)cccc1Cl)NCc1cccnc1
 : -3	5	0.2	3	-0.4	-2	-5	1	-0.7	-9
- CCOC(=O)c1cccc(NC(=O)COc2nsnc2N2CCOCC2)c1
 : -10	-3	-1.1	4	0.2	10	2	-1	0.0	2
- CCSc1nnc(N2C(=O)C(O)=C(C(=O)c3ccco3)C2c2cccc(OC)c2)s1 (centres undefined)
 : -3	3	-0.1	-3	1.9	-6	-8	-3	4.0	19
- N#Cc1cccnc1N1CCN(C(C(=O)NC2CCCC2)c2ccco2)CC1 (centres undefined)
 : .	.	-0.8	0	3.2	1	.	.	-0.4	.
- Cc1cccc(C)c1OCC(O)CNC(C)(C)C (centres undefined)
 : -14	4	-1.2	-3	0.5	-9	-11	-2	-0.3	0
- CC(=O)c1ccc(N2CCN(S(=O)(=O)c3ccc4c(c3)CC(C)N4C(=O)C3CC3)CC2)cc1 (centres undefined)
 : -4	6	-0.2	-37	0.2	10	-8	0	3.4	4
- CC1=CC(=O)Nc2ccccc2S1
 : -8	-11	-0.1	-4	2.3	-41	15	0	0.0	-46
- COc1ccc(C)cc1N(CC(N)=O)S(=O)(=O)c1ccc(C)cc1
 : -13	1	-0.7	-4	-0.7	-8	1	-4	-0.9	-6
- COc1cc(/C=N/NC(=O)NC23CC4CC(CC(C4)C2)C3)ccc1O
 : -4	-5	-1.1	3	0.8	-95	-15	-4	2.0	-5
- Cc1ccc2nc(SCC(=O)Nc3ncccn3)[nH]c2c1
 : -4	0	-0.2	8	1.1	-5	2	0	-1.2	-4
- CCCN(CCC)CCNC(=O)c1cc2c(=O)n(CC)c3ccccc3c2s1
 : -2	3	-0.3	-12	0.5	3	-3	3	0.3	-4
- CC(C)c1nc2c(c(=O)c3ccccc3n2C)c(=O)n1CCc1ccccc1
 : -2	1	2.9	19	2.2	-5	10	5	6.4	-4
- Cc1cc2ncn(C3CC(O)C(CO)O3)c2cc1C (centres undefined)
 : 0	2	0.1	0	-0.6	13	-10	-1	-2.6	-6
- O=S(=O)(c1cccc(-c2n[nH]c(=S)n2-c2ccc(OC(F)(F)F)cc2)c1)N1CCOCC1
 : 4	1	1.0	3	0.3	5	-5	-2	0.0	-3
- CCOC(=O)c1cn(Cc2ccccc2)c2cc(C)nn2c1=O
 : -4	0	0.0	-3	0.1	5	-9	0	-1.7	-1
- CN(CC(=O)Nc1ccccc1C(F)(F)F)C(=O)c1ccc2c(=O)n3c(nc2c1)CCC3
 : -13	4	-0.5	-2	-0.2	7	7	2	-0.2	-7
- CCCC1(c2ccccc2)NC(=O)N(CC(=O)NCC2COc3ccccc3O2)C1=O (centres undefined)
 : -1	-3	-0.4	-1	0.1	13	-9	-4	-1.1	-2
- CCN(CC)Cc1nc2c(c(=O)[nH]1)C(CC)(CC)Cc1ccccc1-2
 : -4	2	-1.2	7	0.4	-12	-8	1	-0.1	2
- O=C(C1CCCN1C(=O)c1cccs1)N1CCc2ccccc21 (centres undefined)
 : -2	-11	-0.7	-4	0.2	-1	-2	2	-0.1	-1
- Cc1cc(C)c(C)c(C(=O)CSc2nnc(-c3ccc4[nH]c(C)c(C)c4c3)o2)c1C
 : 4	42	-0.3	2	-0.2	-2	4	-2	1.4	-1
- COc1cc(C(=O)Nc2nnc(Cc3ccccc3)s2)cc(OC)c1OC
 : -2	2	-0.8	-7	0.4	-3	-5	-2	1.0	9
- CC(=O)N1c2ccc(S(=O)(=O)N3CCCC3)cc2CC1C(=O)NCc1ccc(OC(C)C)cc1 (centres undefined)
 : 1	-1	-0.2	5	-1.1	1	-11	-5	0.0	0
- CC1CCCCN1CC(=O)Nc1ccc2c(c1)OC(F)(F)O2 (centres undefined)
 : -10	3	-0.4	13	0.1	-4	-6	1	-0.4	-5
- O=C(Cn1nc(C(F)(F)F)c2c1CCCCC2)N1CCOCC1
 : -3	5	-0.6	1	-0.1	-2	-2	-4	-0.8	-8
- COc1ccc(-c2nn(CCC(=O)O)cc2/C=C2\SC(N)=NC2=O)cc1OC
 : -5	1	0.8	-3	5.6*	-95	24	7	-1.2	-46
- Cn1c(CSCc2ccc(Cl)cc2)nnc1SCC(=O)Nc1nc2ccccc2s1
 : 1	38	-0.5	-1	-2.1	2	-3	0	-1.9	-10
- O=C(CCNc1ccc(Cl)cc1)c1cccs1
 : 0	-2	0.8	-2	-0.1	2	-3	-1	-0.5	-8
